# KAT2A inh: qHTS Assay for Inhibitors of GCN5L2 | GCN5L2 HAT assay, ThioGlo1 CoA-SH fluorescence | Histone acetyltransferase KAT2A (Homo sapiens), Q92830 | AID 504327, 2011 | hit rate 0.21% among 390,000 | Potency, µM (series often up to 58.9 µM), for the others: at the highest dose activity change, negative = inhibition, usual class: inhibitors
#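 Fluorescence readout, Ex340nm/Em540nm: ThioGlo1 (50uM final) reacts with free CoA thiol released as 20nM GCN5L2 acetylates H3(1-25) peptide (75uM) using acetyl-CoA (70uM). Compound and enzyme sat 15 min beforehand; 20 min room-temperature reaction.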
# TDP1 cell noCPT: qHTS for Inhibitors of human tyrosyl-DNA phosphodiesterase 1 (TDP1): qHTS in cells in absence of CPT. DT40 Tdp1-/- hTDP1 cells, no CPT, ATP luminescence, 48 h. Potency, µM (series often up to 46.2 µM), inactives show at the highest dose activity change, negative = growth inhibition, actives largely listed as inhibitors. hit rate 15% among 420,000. AID 686978, 2013; note: nearly all actives have a fitted effect of over 55% in size
#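 DT40 Tdp1-/-;hTDP1 cells, no CPT (DMSO vehicle only), 400 cells/well; compounds pin-transferred; ≥48 hr, 37 °C; CellTiter-Glo 30 min RT dark, luminescence read.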
# TDP1 block: qHTS Assay for Inhibitors of Tyrosyl-DNA Phosphodiesterase (TDP1); Tyrosyl-DNA phosphodiesterase 1 (Homo sapiens), Q9NUW8; recombinant TDP1, AlphaScreen DNA substrate cleavage; Potency, µM (highest dose often 130 µM), inactives show at the top dose activity change, negative = inhibition, hits mostly inhibitors; hit rate 0.28% among 350,000; AID 485290, 2010; note: nearly all actives have a fitted effect of over 40% in size
# Target sequence (Q9NUW8 whole entry, looked up): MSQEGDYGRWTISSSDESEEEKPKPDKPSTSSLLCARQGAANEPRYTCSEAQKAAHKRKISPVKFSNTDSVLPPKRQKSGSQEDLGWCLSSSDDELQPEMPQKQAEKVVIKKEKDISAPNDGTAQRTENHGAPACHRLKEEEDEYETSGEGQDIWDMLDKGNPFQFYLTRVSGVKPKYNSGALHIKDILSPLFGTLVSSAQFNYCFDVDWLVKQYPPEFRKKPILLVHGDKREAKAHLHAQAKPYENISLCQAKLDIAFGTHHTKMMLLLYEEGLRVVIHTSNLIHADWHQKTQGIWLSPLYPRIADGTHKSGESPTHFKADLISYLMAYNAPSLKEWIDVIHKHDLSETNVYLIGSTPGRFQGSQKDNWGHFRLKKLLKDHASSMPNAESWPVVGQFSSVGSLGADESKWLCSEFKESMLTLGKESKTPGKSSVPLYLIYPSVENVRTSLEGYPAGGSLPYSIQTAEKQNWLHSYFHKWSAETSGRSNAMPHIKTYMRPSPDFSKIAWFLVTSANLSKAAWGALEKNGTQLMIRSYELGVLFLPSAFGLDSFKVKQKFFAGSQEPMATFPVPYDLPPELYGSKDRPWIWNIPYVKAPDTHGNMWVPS
#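 Compounds were preincubated with Tdp1 (1 nM final) for 15 min at room temperature before substrate (15 nM final) started a 5 min reaction; beads (10 ug/ml final) were then added for 10 min before AlphaScreen detection.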
# Active calls of the source: *; ? = inconclusive; / = no result given; & = joins results of further samples; [ ] = remark or other dose. Calls come from the whole dose curve; as a rule, active = well fitted curve in the direction sought with a large enough effect; inconclusive = small, poorly fitted or top-dose-only effect, or another doubt; inactive = no such curve, though single readings can be large; an effect the other way counts as inactive or inconclusive. % is set by controls: 0 for no effect and ±100 for the full control effect; potency is the fitted concentration of half-maximal effect. Some of the compounds tested (hit frequency here may not be typical).
structure	KAT2A inh	TDP1 cell noCPT	TDP1 block
O=C(O)/C(=C\c1cccc(OCc2ccccc2)c1)c1ccc(F)cc1	-3%	8%	/
COc1ccc(-c2cc(C)no2)cc1S(=O)(=O)N1CCN(C(=O)c2ccco2)CC1	-1%	-3%	2%
Cc1ccc(S(=O)(=O)CCC(=O)Nc2ccc(Br)cc2C)cc1	-27%	-18%	-13%
CC(=O)c1cccc(NC(=O)c2oc(=O)c3ccccc3c2-c2ccccc2)c1	-6%	-17%	9%
Cc1ccc(-c2cc(C(=O)N3CCN(C(=O)c4ccco4)CC3)[nH]n2)cc1C	-1%	-26%	5%
COc1ccc(S(=O)(=O)N2CCc3ccccc32)cc1C(=O)N1CCN(C=O)CC1	0%	29%	0%
O=C(NC(Cc1ccccc1)C(=O)O)c1ccc(S(=O)(=O)N2CCCC2)cc1 (centres undefined)	-5%	-3%	7%
Cc1ccc(S(=O)(=O)NC(CC(C)C)C(=O)Nc2ccncc2)cc1 (centres undefined)	-4%	?	-1%
Cc1ccc(NC(=O)c2ccn(C(=O)Nc3ccccc3)n2)c(C)c1	-3%	-5%	6%
C/C(Cn1nc([N+](=O)[O-])cc1C)=N\NC(=O)COc1ccc(Cl)cc1Cl	0%	-3%	-5%
O=C(c1cccc(C(=O)N2CCc3ccccc32)n1)N1CCc2ccccc21	-14%	-27%	4%
COCCNC(=O)c1cc2sc3ccccc3c2s1	0%	-26%	4%
COc1ccc(Nc2cc(C(=O)NCc3ccco3)c3ccccc3n2)cc1	-6%	/	-2%
Cc1ccc(CNC(=O)c2c(-c3ccc(Br)cc3)noc2C)o1	1%	?	5%
O=C(Cn1nc(Cc2cccnc2)c2ccccc2c1=O)Nc1cc(F)ccc1F	-2%	-12%	8%

# Some values from the list:
# TDP1 cell noCPT with `COCCNC(=O)c1cc2sc3ccccc3c2s1` : -26%
# TDP1 block with `Cc1ccc(-c2cc(C(=O)N3CCN(C(=O)c4ccco4)CC3)[nH]n2)cc1C` : 5%

# (cont.)
structure	KAT2A inh	TDP1 cell noCPT	TDP1 block
CCOC(=O)C1CCCCN1Cc1cn(C)nc1-c1ccccc1F (centres undefined)	-2%	?	/
COc1cccc(-c2csc3nc[nH]c(=O)c23)c1	2%	-2%	-1%
CN1CCN(c2ncc3ncc(=O)n(C4CC4)c3n2)CC1	?	-10%	/
Cc1ccc(C)c(OCc2cc(C(=O)N3CCc4sccc4C3)no2)c1	-13%	23µM*	-7%
Cc1c(C(=O)Nc2ccc(Br)cc2F)oc2ccc(S(=O)(=O)N3CCC4(CC3)OCCO4)cc12	-19%	?	0%
CCOC(=O)c1c(C)n(-c2ccccc2)c2ccc(OC(=O)COc3ccccc3)cc12	3%	-14%	9%[2.28 µM]
Cc1nn(CC(=O)Nc2ccc(N3CCOCC3)cc2)c(C)c1[N+](=O)[O-]	-2%	-19%	3%
O=C(C1CCN(S(=O)(=O)c2ccccc2)CC1)N(CCc1ccccc1)Cc1ccco1	-5%	?	4%
O=C(C(Sc1ccccc1)c1ccccc1)N1CCN(c2ccccc2)CC1 (centres undefined)	2%	?	-1%
C/C(=N\Nc1nc2ccccc2[nH]1)c1ccc2c(c1)OCCO2	-8%	?	8%
O=C(NNC(=O)c1n[nH]c2ccccc12)c1ccccc1	3%	-8%	-14%
Cc1ccc(-n2c(-c3ccccc3)c[n+]3c2CCc2ccccc2-3)c(C)c1	-13%	0.037µM*	-5%
C[C@H](CCC(=O)NCC(=O)O)[C@H]1CC[C@H]2[C@@H]3[C@H](O)C[C@@H]4C[C@H](O)CC[C@]4(C)[C@H]3C[C@H](O)[C@]12C	-10%&-4%&-2%	?	/
CCN(CC)S(=O)(=O)c1ccc(C(=O)NCc2n[nH]c(=S)n2-c2ccccc2OC)cc1	-1%	-1%	-2%
Nc1ccc(C(=O)N(CCO)CCO)cc1	14%	7%	-2%
CSCCC(NC(=O)c1ccc(Cl)cc1Cl)C(=O)NNC(=O)c1csc(N2CCOCC2)n1 (centres undefined)	0%	15%	0%
Cc1ccccc1C(=O)N1CCN(c2ccc([N+](=O)[O-])c(NCc3cccnc3)c2)CC1	-1%	?	5%
Cc1ccccc1OCC(O)CN1CCC(C)CC1 (centres undefined)	-5%	-2%	-4%
Cc1ccccc1NC(=O)C(Cc1ccccc1)n1cccc1 (centres undefined)	-2%	?	/
COc1ccc(CNC(=O)Cn2ccc(NC(=O)OCc3ccccc3)nc2=O)cc1	0%	-9%	-11%
NS(=O)(=O)c1ccc(NCc2cc(Cl)ccc2OCc2ccc(F)cc2)cc1	-4%	?	4%
O=C(CSc1nc2ccccc2c(=O)n1-c1ccc(Cl)cc1)N/N=C/C=C/c1ccccc1[N+](=O)[O-]	-4%	-21%	3%
CN(CCC1CCOCC1)C(=O)CC1C(=O)NCCN1CC1CCCCC1 (centres undefined)	6%	-5%	-4%
CCN1C(=O)CC(N2CCN(c3ccc(Cl)cc3)CC2)C1=O (centres undefined)	-7%	-4%	-1%
Cc1ccc(/C=N/NC(=O)CNC(=O)c2ccc(S(=O)(=O)N3CCCC3)cc2)o1	1%	-8%	-5%
Cc1ccc(CC(=O)NCC(O)c2ccccc2)cc1 (centres undefined)	-3%	?	1%
CCCNC(=O)c1cccc(COc2ccccc2OC)c1	-5%	?	0%
Cc1cc(NC(=O)CCC(=O)N(CC(=O)NC2CCCC2)c2ccc(F)cc2)no1	1%	4%	/
CCOc1ccc(CNC(=O)C2CCN(c3nnc(-n4cccc4CNc4ccc(C)cc4)s3)CC2)cc1OC	-2%	?	-1%
O=[N+]([O-])c1ccc(O)c(C=Nc2cccc3ncccc23)c1	-12%	-24%	-1%
Cc1c(CC(=O)N2CCC(C(=O)O)CC2)c(=O)oc2cc3c(cc12)CCC1(CCCCC1)O3	-21%	-9%	/
O=C(c1nc2ccccn2c1CN1CCCC(OCc2ccccc2)C1)N1CCCC1 (centres undefined)	-10%	?	2%
O=C(NCCS(=O)(=O)NCc1ccco1)c1ccccc1	-9%	-4%	/
Cc1ccc(C(=O)c2ncc[nH]2)cc1	-6%	13%	-3%
Cc1nonc1C(=O)N/N=C/c1cc2c(cc1Br)OCO2	0%	14%	0%
COc1ccc(N2C(=O)c3ccc(C(=O)Nc4ccccc4OC)cc3C2=O)cc1	-12%	20%	4%
O=C(CCCOc1ccc(Cl)cc1Cl)NCc1ccncc1	-8%	?	3%
CCc1cc2c(SCC(=O)Nc3ncc(Cl)c(C)c3Cl)ncnc2s1	-14%	?	2%
CC1(C)O[C@@H]2C[C@H]3[C@@H]4C[C@H](F)C5=CC(=O)CC[C@]5(C)[C@H]4[C@@H](O)C[C@]3(C)[C@]2(C(=O)CO)O1	2%	?	5%
COc1ccccc1-c1cc(C(=O)N2CCN(c3ccccc3OC)CC2)no1	-3%	?	3%
NCCNC(=O)Cc1cccc(NC(=O)Cc2ccc(Nc3ncnc4c3ncn4[C@@H]3O[C@H](CO)[C@@H](O)[C@H]3O)cc2)c1	-18%	1%	/
CCn1cc(C(=O)N2CCN(c3ccc(F)cc3)CC2)c(=O)c2cc(S(=O)(=O)N3CCOCC3)ccc21	-3%	2%	2%
CC(OC(=O)CCN=C1NS(=O)(=O)c2ccccc21)C(=O)Nc1ccc(F)cc1Cl (centres undefined)	-5%	-20%	/
CN(CCN1CCOCC1)Cc1nc(-c2ccc(Cl)cc2)no1	-6%	?	5%
CCOC(=O)c1c(C=O)c2ccccc2n1CC	-7%	-26%	-11%
O=C(N1CCOCC1)N1CCC(c2nc(-c3ccc(S(=O)(=O)N4CCOCC4)cc3)no2)CC1	2%	?	1%
Cc1ccc(-n2[nH]c(C)c(C=NC34CN5CN(CN(C5)C3)C4)c2=O)cc1C	/	21µM*	-2%
CSC(=Nc1ccccc1)C(C#N)c1nc2ccccc2[nH]1 (centres undefined)	-9%	-12%	/
COc1cccc(CNC(=O)CCS(=O)(=O)c2cccc3nsnc23)c1	1%	-8%	2%
COc1cc(-c2noc(C)c2C(=O)NCCc2ccccc2)cc(OC)c1OC	0%	?	1%
CC(=O)N[C@@H](Cc1ccc(OC(F)(F)F)cc1)C(=O)O	1%	-7%	0%
CC(C)c1cccc(C(C)C)c1NC(=O)CCN1C(=O)NC2(CCCC2)C1=O	-13%	-5%	-3%[56.1 µM]
Cc1ccc(C(=O)Nc2cccnc2)cc1S(=O)(=O)N1CCCC1	-22%	-16%	4%
COc1ccc(S(=O)(=O)N(CCCN2CCOCC2)Cc2cccc(OC)c2OC)cc1	-26%	-19%	2%
CCNc1nc(NCC)n2c(SCC(=O)Nc3ccccc3Cl)nnc2n1	-6%	-8%	/
Cc1ccc(-c2nc(C3CCCN(S(=O)(=O)c4ccc(C(F)(F)F)cc4)C3)no2)cc1 (centres undefined)	-7%	-25%	5%
CN(C)C(=O)CSc1cccc2cccnc12	-1%	4.6µM*	9%
O=C(NCCC(=O)N1CCN(S(=O)(=O)c2ccccc2Cl)CC1)Nc1ccccc1	-1%	-1%	-4%[56.1 µM]
Cc1cc(=O)[nH]c(SCC(=O)N2C(C)CCCC2C)n1 (centres undefined)	1%	-5%	/
CCn1c2ccccc2c2cc(NC(=O)COC(=O)c3ccccc3Br)ccc21	1%	?	5%

# Remaining list, next part:
structure	KAT2A inh	TDP1 cell noCPT	TDP1 block
N#Cc1c(N)oc(-c2cccs2)c1-c1cccs1	1%	-15%	6%
CC(=O)Nc1cc2c(cc1C(=O)c1ccc(C)cc1)OCCO2	/	3%	1%
Cc1ccc(S(=O)(=O)C(C#N)c2nc3ccccc3nc2N2CCCC2)cc1C (centres undefined)	-7%	-23%	10%
Cc1ccc(S(=O)(=O)Nc2ccc(NC(=O)Nc3cccc(C(F)(F)F)c3)cc2)cc1	-7%	?	1%
Cc1ccc(S(=O)(=O)N(C)C)cc1NC(=O)C(C)OC(=O)c1cc[n+]([O-])cc1 (centres undefined)	0%	0%	0%
COc1cc(NC(=S)N2CCC(C(N)=O)CC2)c(OC)cc1Cl	-1%	8%	3%
O=C(N/N=C/c1ccc(N2CCOCC2)c([N+](=O)[O-])c1)c1ccc(F)cc1	-8%	?	3%
COc1cc(-c2nn3c(-c4ccccn4)nnc3s2)cc(OC)c1OC	1%	/	2%
N#CCSc1nc2[nH]ncc2c(=O)n1-c1ccccc1Br	-27%	-34%	-6%
CCN(C[C@H]1N[C@@](C)(C(=O)OC)[C@H]2C(=O)N(C)C(=O)[C@@H]12)C(=O)c1ccc(F)cc1	-1%	18%	1%
Cc1nn(CC(=O)NCC(C)c2ccccc2)c(=O)c2cc3occc3n12 (centres undefined)	1%	29%	4%
CC1CCN(C(NC(=O)c2ccco2)C(=O)c2ccccc2)CC1 (centres undefined)	-3%	-17%	2%
CCN1CCN(S(=O)(=O)c2ccc(Cl)c(C(=O)NCCc3ccccc3)c2)CC1	-3%	-22%	0%[0.505 µM]
O=C(Cn1cnc([N+](=O)[O-])c1)NCCc1ccccc1	-2%	-27%	/
Cc1ccc(C)c(NC(=S)NC(NC(=O)N(C)C)C(Cl)(Cl)Cl)c1 (centres undefined)	2%	-18%	3%

# 6 compounds drawn at random from the list so far:
structure	KAT2A inh	TDP1 cell noCPT	TDP1 block
CC(=O)Nc1cc2c(cc1C(=O)c1ccc(C)cc1)OCCO2	/	3%	1%
CC1CCN(C(NC(=O)c2ccco2)C(=O)c2ccccc2)CC1 (centres undefined)	-3%	-17%	2%
Cc1ccc(C)c(NC(=S)NC(NC(=O)N(C)C)C(Cl)(Cl)Cl)c1 (centres undefined)	2%	-18%	3%
Cc1ccc(S(=O)(=O)Nc2ccc(NC(=O)Nc3cccc(C(F)(F)F)c3)cc2)cc1	-7%	?	1%
Cc1nn(CC(=O)NCC(C)c2ccccc2)c(=O)c2cc3occc3n12 (centres undefined)	1%	29%	4%
N#CCSc1nc2[nH]ncc2c(=O)n1-c1ccccc1Br	-27%	-34%	-6%

# Later entries:
structure	KAT2A inh	TDP1 cell noCPT	TDP1 block
COc1ccc([C@H]2CC(=O)C=C(c3ccccc3)C2)cc1	-17%	?	-6%
CC(=O)c1ccc(N2CCN(c3ccc(NC(=O)c4cccs4)cc3C(=O)O)CC2)cc1	-2%	-13%	-1%
CCc1nc(N2CCN(C(=O)c3ccccc3)CC2)c(C#N)c2c1COC(C)(C)C2	-2%	15µM*	5%
Cc1cc(C)nc(NC(=O)CSc2ccccn2)n1	1%	-9%	2%

# Bioassay records deposited in PubChem by National Center for Advancing Translational Sciences (NCATS).
